# M. tuberculosis GlmU: inhibition of mycobacterial GlmU enzyme – biochemical, glucosamine-1-phosphate acetyltransferase (AID 1376); one-dose inhibition, %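 (tested at 30 µM in the primary screen)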; IC50 in µM for titrated hits; hit rate 0.25% among 220,000; M. tuberculosis GlmU acetyltransferase enzyme assay; higher % means a stronger effect; in the data active means inhibition above about 13%; inconclusive means no clear call, values can overlap the other calls;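 further: 0% = complete reaction with vehicle and 100% = reaction without substrate; strong numbers were not always called active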
# RmlCD inh 1536: blocks M. tuberculosis RmlC and RmlD coupled enzymes; inhibition, % at 3.6 µM; RmlC+RmlD coupled enzyme assay, percent inhibition; primary screen in compound mixtures; P9WH09+P9WH11; hit rate 0.03% among 160,000; AID 1533; in the data active means inhibition mostly above about 34%, no sharp cut-off; inconclusive means no clear call, values can overlap the other calls; inactive means mostly below about 22%; further: some results filed as inactive read as strong as hits
# Target sequence (P9WH09 whole entry, looked up): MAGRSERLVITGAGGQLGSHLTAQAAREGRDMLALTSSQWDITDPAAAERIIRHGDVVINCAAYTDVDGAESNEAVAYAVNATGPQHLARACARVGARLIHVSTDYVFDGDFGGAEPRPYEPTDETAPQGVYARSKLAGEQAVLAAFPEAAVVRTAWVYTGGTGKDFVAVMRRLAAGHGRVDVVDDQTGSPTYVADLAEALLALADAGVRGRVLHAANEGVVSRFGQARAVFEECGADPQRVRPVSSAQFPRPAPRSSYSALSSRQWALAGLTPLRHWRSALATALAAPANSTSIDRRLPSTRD
# Target sequence (P9WH11 whole entry, looked up): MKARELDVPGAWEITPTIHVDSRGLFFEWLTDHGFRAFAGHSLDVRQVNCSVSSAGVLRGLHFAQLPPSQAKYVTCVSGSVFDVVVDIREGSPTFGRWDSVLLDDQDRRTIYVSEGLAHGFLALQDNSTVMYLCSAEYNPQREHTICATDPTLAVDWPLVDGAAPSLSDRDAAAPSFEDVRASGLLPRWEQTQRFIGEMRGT
# * marks the source's active call; other numbers are inactive results; ? = inconclusive; / = not tested or not shown; & = joins results of further samples. A portion of the library; rates above refer to the full screens.
Compound	M. tuberculosis GlmU	RmlCD inh 1536
COc1ccccc1NC(=S)N(CCCN1CCOCC1)Cc1ccccn1	3.5%	-10
CCOC(=O)N1CCC(n2c(SCC(=O)OCc3ccccc3)nc3ccsc3c2=O)CC1	3.1%	5
CCOC(=O)N1CCN(C(c2ccc(C(C)C)cc2)c2sc3nc(C)nn3c2O)CC1 (stereo not drawn)	0.8%	/
CCOc1ccccc1-n1c(SCC(N)=O)nnc1-c1cccnc1	2.9%	/
O=C(O)c1ccc(NC(=O)C2CCCCC2)cc1	2.6%	?
O=C(C1CC(c2ccc(F)cc2)=NO1)N1CCc2ccccc2C1 (stereo not drawn)	-2.7%	5
CCCNc1nc(Cl)nc(NCc2cccnc2)n1	-5.6%	8
Cc1nc2ccc(S(=O)(=O)NCC(=O)NCCN3CCCCC3C)cc2s1 (stereo not drawn)	-0.5%	/

# Following part
Compound	M. tuberculosis GlmU	RmlCD inh 1536
COc1cc(S(=O)(=O)NCCCN2CCOCC2)ccc1-n1cnnn1	-1.4%	4
Cc1cc(C)cc(Nc2ncnc3nc[nH]c23)c1	-4.7%	6
CCOc1ccc(C(=O)Nc2cc(C)on2)cc1OCC	-1.6%	-8
Cc1nc2c(c(=O)c3ccccc3n2C)c(=O)n1C1CCCCCC1	-1.4%	4
O=C(OCN1C(=O)c2ccccc2C1=O)c1cccs1	-1.8%	5
N#Cc1c(C(F)(F)F)cc(C2CC2)[nH]c1=O	-0.7%	-3
COC(=O)[C@H](CCSC)NC(=O)NCc1ccccn1	-0.8%	16
O=C(O)c1ccccc1NCc1ccncc1	2.1%	-12

# More results
Compound	M. tuberculosis GlmU	RmlCD inh 1536
CC(C)N1CCC(=NNc2ccc([N+](=O)[O-])cc2S(=O)(=O)N2CCOCC2)CC1	-2.9%	-14
Cc1ccc2oc(-c3cccc(NC(=O)/C=C/c4cccc([N+](=O)[O-])c4)c3C)nc2c1	-4.3%	-6
CC(C)(C)c1nc2scc(-c3ccc(Br)cc3)c2c(=O)o1	7.1%	-5
Cn1nc(C(C)(C)C)cc1NC(=O)Nc1ccc(Cl)cc1	-0.8%	-12
Cc1cccc2cc(CN(Cc3cccs3)C(=S)NCc3ccco3)c(=O)[nH]c12	-0.8%	-12
O=C(c1ccc(CN2CCOCC2)cc1)N1CCN(c2cccc(Cl)c2)CC1	-1.3%	/
COc1ccc(CCN2C(=O)c3[nH]nc(-c4ccccc4O)c3C2c2cccc(Cl)c2)cc1 (stereo not drawn)	-0.2%	11
Cc1ccc(NC(=O)NC2CCCN2S(=O)(=O)c2ccc(Cl)cc2)cc1 (stereo not drawn)	2.6%	/

# Going on with the list.
Compound	M. tuberculosis GlmU	RmlCD inh 1536
Cc1ccc(N2C(=O)CSC2c2cccnc2)c(Cl)c1 (stereo not drawn)	-3.5%	14
Cc1noc(C)c1COc1ccc(C(=O)OCC(=O)NC23CC4CC(CC(C4)C2)C3)cc1	2.3%	-1
CC(=O)N(CCC(Cc1ccccc1)c1ccc2c(c1)OCO2)Cc1ccccc1F (stereo not drawn)	/	12
COc1cccc2c1OC1(C)CC2/C(=C(\C)O)C(=O)N1 (stereo not drawn)	-2.7%	/
O=C(OCn1nnc2ccccc2c1=O)c1ccc(O)cc1	4.8%	-10
N#C/C(=C\c1ccc(C(=O)O)cc1)S(=O)(=O)c1cc(Br)ccc1Br	0.1%	24
CC1CCOC(c2coc3ccccc3c2=O)O1 (stereo not drawn)	-1.1%	/
CCNC(=S)NS(=O)(=O)c1ccc(C)cc1	0.0%	1

# Next part
Compound	M. tuberculosis GlmU	RmlCD inh 1536
CC(C)(C)n1ncc2c(=O)n(CC(=O)c3ccccc3)cnc21	-5.8%	-5
CCc1ncc(/C=C2\C(=O)Nc3ccccc32)[nH]1	6.0%	4
N#Cc1c(NC(=O)CCN2C(=O)c3ccccc3C2=O)oc(-c2ccccc2)c1-c1ccccc1	-2.1%&-2.0%	3
Cc1c(C2C(C#N)=C(N)N(c3cccc([N+](=O)[O-])c3)C3=C2C(=O)CCC3)cnn1C (stereo not drawn)	2.6%	/
CCOc1ccc(-c2csc(NC(=O)c3cccc(N4C(=O)CCC4=O)c3)n2)cc1	-3.1%	-8
C[N+]1(CCN2C(=O)C3CC=C(Cl)CC3C2=O)CCOCC1 (stereo not drawn)	-3.7%	-3
CCS(=O)(=O)NCc1csc(C)n1	-2.1%	13
CN1CCN(S(=O)(=O)CC2(C)C3CCC2(C)C(=O)C3Br)CC1 (stereo not drawn)	2.9%	-5

# More structures:
Compound	M. tuberculosis GlmU	RmlCD inh 1536
Cc1cc(C)n(-c2cccc(C(=O)O)c2)n1	-1.8%	-1
COc1cc(OC)c(-n2cc(-c3ccc(Cl)cc3)[nH]c2=O)cc1Cl	2.7%	-9
Clc1ccccc1N/N=C/c1ccc2c(c1)OCO2	-2.8%	/
C=CCn1c(=O)/c(=C\c2ccsc2)s/c1=C(/C#N)C(=O)NCCN1CCOCC1	2.0%	/
Cc1ccc2nc(/C(C#N)=C\c3cc(O)ccc3[N+](=O)[O-])[nH]c2c1	-1.9%	4
O=C(NCc1ccncc1)Nc1ccccc1	-5.9%	5
COCCNC(=O)c1ccc2c(c1)nc(C)n2-c1cc(OC)c(OC)c(OC)c1	-3.6%	/
CC1(C)CC(=O)C(C=NCCN2CCN(C3CC(=O)N(c4ccc(F)cc4)C3=O)CC2)=C(O)C1 (stereo not drawn)	6.4%	9

# Further entries.
Compound	M. tuberculosis GlmU	RmlCD inh 1536
O=C(O)/C=C/C(=O)NNC(=O)c1ccccc1Br	1.1%	-2
COc1cccc(NC(=O)CN2C(=O)C3(OCCCO3)c3ccccc32)c1	-0.8%	13
Cc1ccc(C(=O)CSc2cnc3ccccc3n2)cc1C	6.5%	-7
CC(C)(C)OC(=O)N/N=C\C=C\c1ccc2c(c1)OCO2	1.4%	-14
CCc1ccc2oc(=O)cc(CN3CCN(c4ccc(F)cc4)CC3)c2c1	-0.6%	-3
Cc1c(C(=O)Oc2cccc3ccccc23)cnn1-c1ccccc1	-0.2%	-3
Cn1c(=O)[nH]c(=O)c2c1nc(N1CCCCCC1)n2CCN1CCCCCC1	-1.4%	-13
C=CCn1c(C(C)NC(=O)C(C)(C)C)nc2ccccc21 (stereo not drawn)	5.6%	/

# Looked up above:
# M. tuberculosis GlmU, COc1cccc(NC(=O)CN2C(=O)C3(OCCCO3)c3ccccc32)c1 = -0.8%
# M. tuberculosis GlmU, CCc1ccc2oc(=O)cc(CN3CCN(c4ccc(F)cc4)CC3)c2c1 = -0.6%

# The list continues.
Compound	M. tuberculosis GlmU	RmlCD inh 1536
Cn1c(N)c(S(=O)(=O)N2CCN(Cc3ccccc3)CC2)c(=O)n(C)c1=O	-2.7%	-2
CCC(C)NC(=O)CC1Oc2ccc(C)cc2NC1=O (stereo not drawn)	-0.4%	9
COc1ccc(N2Cc3ccccc3/C2=N\C(=O)Nc2ccccc2)cc1	-6.7%	-11
O=C(COc1ccc2oc(-c3ccccc3)cc(=O)c2c1)NCc1ccco1	3.7%	4
O=C(NC1CCCc2ccccc21)C1CCN(S(=O)(=O)c2cccc(C(F)(F)F)c2)CC1 (stereo not drawn)	4.8%	3
CSc1nnc(OC(=O)N(C)C)n1-c1ccc(Cl)cc1	-5.1%	-4
Cc1ccc(NC(=O)CSCc2n[nH]c(=O)[nH]2)c(Br)c1	4.1%	9
CCn1c2ccccc2c2cc(NC(=O)CSc3nnnn3-c3ccccc3)ccc21	-1.7%	11

# The final four compounds of the section above are carried over, then new ones follow:
Compound	M. tuberculosis GlmU	RmlCD inh 1536
O=C(NC1CCCc2ccccc21)C1CCN(S(=O)(=O)c2cccc(C(F)(F)F)c2)CC1 (stereo not drawn)	4.8%	3
CSc1nnc(OC(=O)N(C)C)n1-c1ccc(Cl)cc1	-5.1%	-4
Cc1ccc(NC(=O)CSCc2n[nH]c(=O)[nH]2)c(Br)c1	4.1%	9
CCn1c2ccccc2c2cc(NC(=O)CSc3nnnn3-c3ccccc3)ccc21	-1.7%	11
CN(C)S(=O)(=O)c1ccc(N2CCCC2)c(C(=O)NCC2CCCCC2)c1	-3.0%	-10
CCOCCn1c(C(C)C)nc2ccccc21	3.1%	-3
COc1ccc(C2N(c3ccc(Cl)cc3)C(=O)C3CCCN32)cc1 (stereo not drawn)	3.2%	-5
NC(=O)C(C(=O)/C=C/c1ccc(Cl)cc1)=C1SCCS1	4.7%	108
CCCOc1ccc(C(=O)CCNc2cccc(Cl)c2)cc1	-5.0%	20
C/C(=N\NC(=O)c1ccc(NS(=O)(=O)c2cccs2)cc1)c1ccccc1	-3.0%	0
N#C/C(=C/c1ccccc1)C(=O)NCc1ccccc1	5.0%	11
COc1ccccc1NC(=O)CSc1nnc(C)n1CCc1ccccc1	-0.9%	/

# (list continues)
Compound	M. tuberculosis GlmU	RmlCD inh 1536
O=C(c1ccccn1)N1CC=C(c2ccccc2)CC1	0.9%	13
CCOc1ccc(Cl)cc1Nc1nc(NCCO)nc(N2CCCC2)n1	3.2%	/
CCOC(=O)c1nnn(-c2nonc2N)c1COc1c(C=O)cccc1OC	3.7%	/
CCCCCC(=O)OC(CN1CCCCCC1)CN1CCCC1=O (stereo not drawn)	-6.4%	7
Cc1c(NC(=O)OCCNC(=O)COc2c(Cl)cccc2Cl)sc(=S)n1C	0.7%	-7
Cc1cc(N2CCCc3ccccc32)n2ncnc2n1	-1.1%	6
Cc1noc(/C=C/N(C)C)c1S(=O)(=O)N1CCCC(C(=O)NCc2ccccc2Cl)C1 (stereo not drawn)	/	?
N#Cc1cc(-c2ccccc2)nnc1Sc1ccc(F)cc1	-6.1%	7

# More compounds follow.
Compound	M. tuberculosis GlmU	RmlCD inh 1536
COCCn1nnnc1C(c1cc2cc(C)ccc2[nH]c1=O)N1CCN(C2CCCCC2)CC1 (stereo not drawn)	-0.8%	-11
O=C(CSc1nnc(-c2cccnc2)n1C1CCCCC1)NC1CCCC1	-4.5%	16
Cc1cccc(CSc2nnc(Cn3c(=O)sc4ccccc43)n2C)c1	-2.9%	-5
CCOc1ccc2nc(NC(=O)CCC(=O)c3cccs3)sc2c1	-2.2%	/
CCOC(=O)C(=O)Nc1nnc(Cc2ccc(OC)c(OC)c2)s1	-0.1%	/
COc1ccc(NC(=O)CC(C)C)c(OC)c1	-1.2%	0
O=C(Nc1cccc(Cl)c1)c1cc([N+](=O)[O-])ccc1N1CCN(CCO)CC1	-1.1%	-17
CCOc1ccc(N2CC(O)Cn3c2nc2c3c(=O)n(CCCc3ccccc3)c(=O)n2C)cc1 (stereo not drawn)	4.1%	3

# The results go on.
Compound	M. tuberculosis GlmU	RmlCD inh 1536
C/C(=N\NC(=O)c1cccnc1)c1cccc([N+](=O)[O-])c1	-0.4%	-11
Cc1cc(-c2nnc(-c3cccc(C(F)(F)F)c3)o2)no1	-3.8%	-3
O=C(Cc1ccccc1)Nc1ccc(NC(=O)c2cccs2)c(Cl)c1	0.1%	7
CCOC(=O)c1sc2cccc(Cl)c2c1N	2.4%	/
Cc1nnc(SCC(=O)N2c3ccccc3C(C)(c3ccc(Cl)cc3)CC2(C)C)s1 (stereo not drawn)	-1.6%	/
O=S(=O)(Nc1ccc2c(c1)OCCO2)c1cccc2cccnc12	/	-9
CC(=O)Nc1ccc(NC(=O)CSc2ncnn2-c2ccccc2)cc1	-3.0%	/
Cc1cc(-c2ccccc2)c(C#N)c(SCC(N)=O)n1	4.1%	-11

# (listing goes on)
Compound	M. tuberculosis GlmU	RmlCD inh 1536
CC1CCc2c(sc(N)c2C(=O)OC(C)C)C1 (stereo not drawn)	1.1%	-7
CCc1ccc(Nc2ncc3c(n2)CC(c2ccco2)CC3=O)cc1 (stereo not drawn)	1.8%	/
Cc1cc(C(=O)NC(=S)Nc2cccc(C(=O)O)c2C)ccc1[N+](=O)[O-]	-3.0%	10
Cc1cc(C)c(NC(=O)CO/N=C2\CCCc3nonc32)c(C)c1	-4.6%	-2
Cc1ccc(NC(=O)CN2C(=O)N/C(=C/c3ccco3)C2=O)cc1	/	-5
Cn1c(/C(C#N)=C/C2CC=CCC2)nc2ccccc21 (stereo not drawn)	-0.5%	15
c1csc(-c2noc(CN3CCc4sccc4C3)n2)c1	0.5%	-11
COc1ccc(/C=N/NC(=O)c2cccc(Br)c2)cc1CSc1ccccn1	2.7%	3

# Further entries.
Compound	M. tuberculosis GlmU	RmlCD inh 1536
O=C(Nc1nc2ccsc2c(=O)s1)c1ccc(F)cc1	-6.4%	12
COc1ccccc1N1CCN(Cc2cc(=O)n3ccsc3n2)CC1	3.3%	/
CCOC(=O)C1CCN(C(=O)c2ccc(CNS(=O)(=O)c3ccc(OC)cc3)cc2)CC1	-0.1%	/
COc1ccc(CN=C2NC(=O)CC(C(=O)Nc3cc(C)cc(C)c3)S2)cc1 (stereo not drawn)	2.0%	/
CCn1cc(C(=O)N2CCOCC2)c(=O)c2cc(S(=O)(=O)N(C)C3CCCCC3)ccc21	1.3%	8
CCN(CCCNC(=O)C1CCN(S(=O)(=O)N2CCC3(CC2)OCCO3)CC1)c1ccccc1	-2.4%	?
COc1ccccc1N(CC(O)COc1ccc(C)cc1)S(=O)(=O)c1ccccc1 (stereo not drawn)	1.6%	1
NC(=O)COC(=O)c1cccc2c1-c1ccccc1C2=O	2.1%	-11

# New compounds follow.
Compound	M. tuberculosis GlmU	RmlCD inh 1536
Cc1ccc(Nc2nnc(SC(C)C(=O)Nc3c(C)n(C)n(-c4ccccc4)c3=O)s2)cc1 (stereo not drawn)	1.1%	15
COc1ccccc1CN(C)CC(=O)Nc1ccccc1-c1ccccc1	4.0%	-7
Cc1noc(C)c1C(=O)N1CCN(c2ncccn2)CC1	1.8%	7
O=c1[nH]c(CSc2nnc(-c3cccnc3)n2C2CCCCC2)nc2ccccc12	/	5
CC(=O)N1CCc2cc(S(=O)(=O)CCC(=O)Nc3ccc4c(c3)OCCO4)ccc21	/	-8
CCn1c2ccc(CC(=O)O)cc2c2cc(CC(=O)O)ccc21	12%	-1
N#Cc1cc(F)c(N2CCNCC2)cc1Cl	-0.4%	0

# Screening data: PubChem, several laboratories
